Screening data from PubChem BioAssay.
NPYLR7 ag = activates Aedes aegypti NPYLR7 receptor | actives 0.15% (n = 270,000) | activation, % at 10 µM | HEK293T NPYLR7/Galpha15, GCaMP6s calcium fluorescence; in the data active means activation above about 40%;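 further: 0% = vehicle and 100% = reference agonist at the receptor; some compounds past the cut are filed as inactive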
hcGAS inh = human cGAS inhibition; recombinant h-cGAS, ATP depletion, Kinase-Glo luminescence; Q8N884; actives 0.081% (n = 290,000); inhibition, % at 12.5 µM;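 further: 0% = vehicle reaction and 100% = reaction without DNA for no activity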
Target sequence (Q8N884 whole entry, looked up): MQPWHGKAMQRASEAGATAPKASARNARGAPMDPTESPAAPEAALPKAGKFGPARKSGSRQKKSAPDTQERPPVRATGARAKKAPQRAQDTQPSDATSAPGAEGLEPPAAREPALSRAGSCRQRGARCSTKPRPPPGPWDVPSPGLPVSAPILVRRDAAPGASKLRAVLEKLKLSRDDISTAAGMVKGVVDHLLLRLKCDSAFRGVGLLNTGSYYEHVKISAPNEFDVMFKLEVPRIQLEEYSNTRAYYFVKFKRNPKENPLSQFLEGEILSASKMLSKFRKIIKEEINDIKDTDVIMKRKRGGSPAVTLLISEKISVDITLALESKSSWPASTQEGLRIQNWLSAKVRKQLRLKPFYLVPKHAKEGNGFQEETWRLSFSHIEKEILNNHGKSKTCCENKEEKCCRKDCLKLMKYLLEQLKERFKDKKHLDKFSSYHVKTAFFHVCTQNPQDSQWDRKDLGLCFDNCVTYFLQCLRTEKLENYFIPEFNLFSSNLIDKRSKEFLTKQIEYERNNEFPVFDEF
mcGAS inh = blocks mouse cGAS activity; Q8C6L5; recombinant cGAS, Kinase-Glo ATP depletion luminescence; inhibition, % at 12.5 µM; actives 0.15% (n = 160,000);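 further: 0% = negative control wells and 100% = reference inhibitor with no enzyme activity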
An asterisk follows results filed as active; · = no result given; & = joins results of further samples. Unless noted, no stated cut-off is given here; in the data, active means inhibition above about 40%; inactive means the rest. Not a hit list. Share with any hit: about 0.27%.

The opening four compounds, ahead of the listing:
SMILES | NPYLR7 ag | hcGAS inh | mcGAS inh
CC(C)(C)c1cc(CN2CCc3[nH]cnc3C2c2ccncc2)[nH]n1 (centres undefined) | 5 | -2 | ·
CN1CCN(NC(=O)NC2CC(=O)N(c3ccc4c(c3)OCCO4)C2)CC1 (centres undefined) | -3 | -8 | -8
CCn1ncc(Br)c1C(=O)Nc1ccc(Cl)cn1 | 13 | 3 | ·
CNC(=O)C1CCN(c2cc(C)nc(-c3ccccc3)n2)C1 (centres undefined) | 10 | -8 | ·

The list itself (from the top)
SMILES | NPYLR7 ag | hcGAS inh | mcGAS inh
CC(C)(C)c1cc(CN2CCc3[nH]cnc3C2c2ccncc2)[nH]n1 (centres undefined) | 5 | -2 | ·
CN1CCN(NC(=O)NC2CC(=O)N(c3ccc4c(c3)OCCO4)C2)CC1 (centres undefined) | -3 | -8 | -8
CCn1ncc(Br)c1C(=O)Nc1ccc(Cl)cn1 | 13 | 3 | ·
CNC(=O)C1CCN(c2cc(C)nc(-c3ccccc3)n2)C1 (centres undefined) | 10 | -8 | ·
C=CCCC(O)CN(Cc1c(-c2ccccc2)nn(C)c1Oc1ccccc1OC)CC(C)C (centres undefined) | 9 | -5 | -5
Cc1ccc(C(=O)NCc2ccc(CN3CCN(C)CC3)cc2)cn1 | 3 | -6 | -5
Cc1c([N+](=O)[O-])cc(C(=O)N2CCCCCC2)cc1[N+](=O)[O-] | 6 | 9 | ·
CCC/C=C/C(=O)Nc1ccc(C)cc1 | 8 | -5 | ·
O=C(CN1CCc2ccccc2C1)N1N=C(c2ccc(F)cc2)CC1c1ccccc1Cl (centres undefined) | 18 | -8 | -6
COCCN(Cc1cnn(C)c1)C(=O)c1cc(-c2ccccc2Cl)oc1C | 17 | -7 | -19
CC(C)(C)c1ccc(S(=O)(=O)Nc2ccccc2C(=O)NCc2ccc3c(c2)OCO3)cc1 | 18 | -8 | -6
COc1ccccc1C1=NN(C(=O)CN2CCC3(CC2)OCCO3)C(c2cccc(F)c2)C1 (centres undefined) | -1 | -4 | -5

7 compounds from above, arranged by formula weight, largest number first:
SMILES | NPYLR7 ag | hcGAS inh | mcGAS inh
C=CCCC(O)CN(Cc1c(-c2ccccc2)nn(C)c1Oc1ccccc1OC)CC(C)C (centres undefined) | 9 | -5 | -5
COc1ccccc1C1=NN(C(=O)CN2CCC3(CC2)OCCO3)C(c2cccc(F)c2)C1 (centres undefined) | -1 | -4 | -5
COCCN(Cc1cnn(C)c1)C(=O)c1cc(-c2ccccc2Cl)oc1C | 17 | -7 | -19
CN1CCN(NC(=O)NC2CC(=O)N(c3ccc4c(c3)OCCO4)C2)CC1 (centres undefined) | -3 | -8 | -8
Cc1ccc(C(=O)NCc2ccc(CN3CCN(C)CC3)cc2)cn1 | 3 | -6 | -5
CC(C)(C)c1cc(CN2CCc3[nH]cnc3C2c2ccncc2)[nH]n1 (centres undefined) | 5 | -2 | ·
Cc1c([N+](=O)[O-])cc(C(=O)N2CCCCCC2)cc1[N+](=O)[O-] | 6 | 9 | ·

(next part)
SMILES | NPYLR7 ag | hcGAS inh | mcGAS inh
CC(C)c1ncc(C(=O)N2CCC(N3CCCC3=O)CC2)c(=O)[nH]1 | 15 | -6 | -10
c1ccc(-c2oc3ncn4nc(-c5cccnc5)nc4c3c2-c2ccccc2)cc1 | 1 | -10 | -7
COC(=O)c1ccc(NC(=O)COc2coc(CN3c4ccccc4CC3C)cc2=O)cc1 (centres undefined) | 2 | 0 | 0
CCCN(Cc1nc2cc(Cl)ccc2c(=O)[nH]1)C(=O)C=Cc1ccc(C)s1 | 7 | -10 | ·
CONC(=O)c1sc(-c2cc(Br)cs2)nc1C | -1 | 4 | -6
Cn1nc(C(=O)Nc2ccc(-c3csc(N4CCOCC4)n3)cc2)ccc1=O | 5 | -11 | ·
Cc1cnn(CC(=O)N2CCC3(CCC3O)CC2)c1 (centres undefined) | · | -6 | -2
CCc1nccn1-c1cc(C(C)C)nc2c(-c3ccccc3)cnn12 | 3 | -13 | -8
S=c1[nH]nc(C2CC2)n1Cc1ccccc1 | 3 | -7 | ·
Cn1c(=O)c2c(nc3n2CC(=O)N3c2ccc3c(c2)OCCO3)n(C)c1=O | 2 | -3 | -2
CN(CCC(C)(C)O)Cc1cccc(Cl)c1F | 0 | -3 | -9
COCCCN1C(=O)C(=O)C(=C(O)c2ccc(OC)cc2C)C1c1ccc(O)cc1 (centres undefined) | -4 | -7 | -8
O=C(Cc1cccnc1)Nc1cc2c(cc1Br)OCCO2 | 6 | -6 | ·
O=C(Nc1ccc(Br)cc1)c1cnn2c(C(F)(F)F)cc(-c3ccc(Br)cc3)nc12 | 17 | -7 | -7
CCOc1ccccc1NC(=O)N1CCN(c2nc(-c3ccc(Cl)cc3)nc(C)c2C)CC1 | 16 | -4 | -6
Cc1ccc(-c2ccc(=O)n(Cc3ccccc3)n2)c(C)c1 | 10 | -9 | ·
COc1cccc2sc(N(CCCN(C)C)C(=O)CN3C(=O)c4ccccc4C3=O)nc12 | 4 | -1 | -7
Cc1cccnc1C(NC(=O)C1CCN(Cc2cn(C)c3ccccc23)CC1)c1ccccc1 (centres undefined) | 9 | 0 | ·
CC1CN(C(=O)C2(C#N)CCCC2)CCN1C(=O)OC(C)(C)C (centres undefined) | 0 | -16 | -17
CCOc1cccc2sc(N(Cc3cccnc3)C(=O)C3=COCCO3)nc12 | -25 | -1 | 0
CCOCCN1N=C(C)Cn2c1nc1c2c(=O)n(Cc2ccc(F)cc2)c(=O)n1C | -6 | -10 | ·
O=C(Cn1cnc([N+](=O)[O-])n1)Nc1ccc(Br)cc1 | -11 | -3 | -4
CCc1nc2n(n1)C(=O)C(C(c1cccc(C)c1)N1CCN(CCO)CC1)S2 (centres undefined) | -5 | -9 | -8
CCOc1ccc(C2CC(c3ccc(C)cc3C)=NN2C(=O)CN2CCCC2)cc1 (centres undefined) | 13 | 0 | -2
Nc1cc(-c2ccc(Cl)c(Cl)c2)nn1-c1ccc(C(=O)NC[C@@H]2CCCO2)cc1 | 0 | -8 | -3
COc1cc(C(C2Sc3nc(C)nn3C2=O)N2CCN(C)CC2)cc(OC)c1OC (centres undefined) | 2 | -5 | -6
Cc1nc(C)c(C(=O)N2CCOc3ccc(CN4CCC(OCc5ccccc5)CC4)cc3C2)s1 | 4 | -7 | -14
COC(=O)COc1ccc(CN2C[C@@H]3[C@@H]4CC[C@@H](C4)[C@@H]3C2)cc1OC | 8 | -5 | -13
COc1ccc(-c2nnc(SCC(=O)OCc3ccccc3)n2C2CCCCC2)cc1 | 15 | -4 | -4
CCCc1[nH]nc2c1C(c1ccc(Br)s1)C(C#N)C(=N)O2 (centres undefined) | 7 | -2 | -4
CC(=O)NCc1ccc(-c2csc(N(C)C)n2)cc1 | 13 | -9 | -8
CC(CC#N)N(C)C(=O)c1ccc(-n2cccc2)c(F)c1 (centres undefined) | 5 | -8 | ·
COc1ccccc1CN=c1c([N+](=O)[O-])nn(-c2ccccc2)n1O | -13 | -6 | ·
COc1ccc(N2CCN(CCc3c[nH]c4ccc(NC(=O)c5c(F)c(F)c(F)c(F)c5F)cc34)CC2)cc1 | 8 | -17 | -8
COc1ccc(CN(C)C(C)c2nc3sc4c(c3c(=O)[nH]2)CCC(C)C4)cc1F (centres undefined) | 6 | -2 | ·
COc1ccc(CC(=O)N2CCC(n3cnc4ccccc43)CC2)cc1C | -6 | -8 | -7
CCOC(=O)C1=C(C)NC(=O)NC1c1cccc(O)c1 (centres undefined) | -10 | 0 | -3
CCOP(=O)(CCCCNC(=O)c1c(-c2ccccc2)noc1C)OCC | -2 | -2 | 1
Cc1ccccc1C1=NOC2CN(C(=O)c3cc(C)n(C(C)(C)C)n3)CC12 (centres undefined) | 7 | -8 | ·
O=C(NCC1CCCN(Cc2cccc(C(F)(F)F)c2)C1)c1ccc(F)cc1 (centres undefined) | 14 | -6 | -5
CCOC(=O)CNC(=O)NC1CC(=O)N(C2CCCCCC2)C1 (centres undefined) | 2 | -5 | ·
COc1ccc2c(c1OC)C(=O)N1c3ccc(Cl)cc3-c3nc(=O)c(C)nn3C21 (centres undefined) | 14 | -10 | ·
CON(C)S(=O)(=O)c1cc(C(=O)N2CCCCc3ccccc32)ccc1Cl | 10 | -4 | ·
COCCN=c1scc(-c2ccc(OC(F)F)cc2)n1N=Cc1ccc(F)cc1 | 2 | 1 | -2
NC(=O)NN=Cc1cc2c(cc1[N+](=O)[O-])OCO2 | 13 | -2 | -5
CC(=O)OCC(=O)[C@@]1(O)CCC2C3CCC4=CC(=O)CC[C@]4(C)[C@@]3(F)[C@@H](O)C[C@@]21C (some centres undefined) | -5 | -2 | ·
COc1ccc(Oc2ccc3c(C4CC4)noc3n2)c(Cl)c1 | 9 | -6 | -5
Cc1ccc(C2=NOC(C(=O)NC(Cc3ccccc3)C(=O)NCc3ccco3)C2)cc1 (centres undefined) | 1 | -2 | -6
O=c1c(Oc2ccccc2Br)c(C(F)(F)F)oc2c(CN3CCOCC3)c(O)ccc12 | 0 | -1 | 0
COc1ccc(-c2nc(CN(CC3CCC3)CC3CCCO3)c(C)o2)c(F)c1 (centres undefined) | 3&-8 | -3&-1 | -3
O=C(NC1(c2ccc(Br)cc2)CC1)C1CC2CCC1O2 (centres undefined) | 7 | -16 | ·
CC(C)NC(=O)NCC1CCN(Cc2cc(C(C)(C)C)n[nH]2)C1 (centres undefined) | · | -4 | -10
COc1ccc(-c2cccc(-c3ccc(NC(=O)c4c(C)noc4C)cc3)n2)cc1 | 2 | -5 | -7
O=S(=O)(NNc1c(F)c(F)cc(F)c1F)c1ccccc1 | 18 | -1 | -7
COCCNc1nc(-c2cc(C)c(C)cc2C)cs1 | 3 | -5 | -16
Cc1cc(F)ccc1Oc1cc(N2CCN(CC(=O)NC(C)C)CC2)ncn1 | -8 | -2 | -5
CCN(CC)c1ccc(NC(=O)Cn2nc3c(cc2=O)CCCC3)c(C)c1 | -24 | 3 | -2
Cc1cccc(N2CC(C(=O)Nc3ncccc3O)CC2=O)c1C (centres undefined) | -5 | 11 | ·
Clc1cccc(C2c3cccn3CCCN2Cc2cccnc2)c1 (centres undefined) | 12 | -8 | -5
COc1cc(C)ccc1-c1[nH]cnc1-c1ccccc1 | -11 | 0 | -10

Next entries follow.
SMILES | NPYLR7 ag | hcGAS inh | mcGAS inh
CC(C)n1c(-c2nccc3ccccc23)n[nH]c1=S | -7 | -8 | -4
CC(=O)OCCNc1ccc2noc3c2c1C(=O)c1ccccc1-3 | 50 | -12 | -11
CCOC(=O)c1ccccc1NC(=O)Cn1cnc2c(nnn2-c2cccc(C)c2)c1=O | -4 | -6 | -10
COc1ccc(SCC(=O)N2CCS(=O)(=O)CC2c2ccc(C)o2)cc1 (centres undefined) | -5 | -5 | ·
Cc1ccc(NC(=O)CC(=O)N2CCC3(CCCN(C)CC3)CC2)cc1 | 16 | -2 | ·
CC1CN(c2ccc(/C=C(\C#N)c3nc4ccccc4[nH]3)o2)CC(C)O1 (centres undefined) | 81* | 6 | ·
COc1ccc(CN2CCCC(CO)(Cc3ccccc3C)C2)c(F)c1 (centres undefined) | 11 | -3 | -4
Cc1c(F)cccc1NC(=O)CNCCc1csc(-c2cccnc2)n1 | -3 | -1 | -10
O=C(CN1CN(c2ccccc2)C2(CCN(C(=O)c3ccc(F)cc3)CC2)C1=O)NCc1ccc2c(c1)OCO2 | -3 | -13 | -4
COc1cccc(-c2c[nH]c(=O)n2Cc2cccs2)c1 | 15 | -5 | ·
COc1ccc2nc(N3CCc4ccccc4C3)sc2c1 | 2 | -9 | -10
COc1ccc(OC)c(CC(=O)N2CCCN(c3c(-c4ccc(OC)c(OC)c4)cnc4ncnn34)CC2)c1 | 25 | 2 | -5
COc1ccc(S(=O)(=O)NCCc2csc3nc(-c4ccccc4)nn23)cc1F | -5 | -4 | -7
Cc1cccc(S(=O)(=O)Nc2ccc(-c3ccc4nncn4n3)cc2)c1 | -9 | -5 | -7
CN(C)CCCN(C(=O)c1ccc2c(c1)CCCC2)c1nc2cc3c(cc2s1)OCO3 | -3 | -5 | -8
CCc1c(C)[nH]c2ccc(Oc3ccccc3)cc2c1=O | 0 | -1 | ·
COc1ccc(CCc2nnc(CCC(=O)N3CCC(C(O)C(C)C)CC3)o2)cc1 (centres undefined) | 2 | -3 | ·
Cc1cccc(N2CCN(C(C)C(=O)NC3CC3)CC2)c1C (centres undefined) | 5 | -17 | ·
CC1=C(c2ccc(C)cc2)S(=O)(=O)NC1=NC(C)c1ccccc1 (centres undefined) | 1 | -9 | ·
N#Cc1ccc(NC(=O)CCN2CCc3sccc3C2)cc1 | 9 | -6 | ·
CCOC(=O)c1c(C)[nH]n2c(=O)cc(CN(CC)c3ccc(F)c(F)c3)nc12 | 0 | -5 | ·
CCCCCn1c(=O)c2c(nc3n(CCCCC)c(C)c(C)n23)n(C)c1=O | 11 | -3 | -3
CCN(C(=O)c1cccc(NC(=O)c2cccnc2OC)c1)c1ccccc1 | 1 | -6 | ·
CC1Cc2cc(NC(=O)c3ccc(CN4CCC(O)CC4)cc3)ccc2O1 (centres undefined) | 15 | -1 | ·
CCOC(=O)[C@@H]1CSC2(CCN(C(=O)c3cccc4[nH]ccc34)CC2)N1 | 2 | -5 | ·
O=C(Nc1ccccc1OCCCc1ccccc1)C1CCNCC1 | 3 | -4 | ·
O=C(NC1CCSc2ccccc21)c1ccc(N2CCOCC2)nc1 (centres undefined) | 10 | -12 | -9
CCOC(=O)CNC(C)(C(=O)OC)c1cc(F)ccc1F (centres undefined) | 5 | -11 | ·
C(=NNc1ccc2ccccc2n1)c1ccc2c(c1)OCCO2 | 2 | 3 | ·
O=c1[nH]nc(Cc2ccccc2)n1-c1ccc2c(c1)OCO2 | 2 | -3 | ·
C=CCN1C(=O)/C(=C\C(=O)NC(C)C(C)C)Sc2ccccc21 (centres undefined) | · | -2 | -2
